FN deposit inh – fibronectin deposition inhibition; AH1F fibroblasts, Alexa488-fibronectin deposition fluorescence, overnight; inhibition, % at 12.6 µM; hit rate 0.086% among 350,000; AID 743247;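 active = mean inhibition across replicates of 30% or more, regardless of how many single replicates reach that level; inconclusive = mean under 30% yet at least half of replicates reach 30%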;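 note: positive control wells lacked labelled fibronectin entirely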
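Material: AH1F fibroblast monolayer depositing Alexa488-labelled fibronectin into matrix | Input: 10000 AH1F cells/well | Medium: DMEM plus 2% serum, read in PBS | Reagent: Alexa488-fibronectin, 24 nM final in well | Compound dosing: One dose per compound, pinned | Schedule: 1 h adhesion, overnight exposure | Measured by: Fluorescence at 485 nm excitation, 525 nm emission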
F508del corr – correctors of CFTR F508del function in bronchial epithelial cells | CFBE cells, YFP halide quenching; stimulated with forskolin plus potentiator P3; % fluorescence drop versus neutral controls | activity (quench increase), % at 7.58 µM | hit rate 0.36% among 350,000;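 active = mean added fluorescence quench of at least 8% versus neutral control, with both replicates also reaching 8%; inconclusive = only one of the mean or replicate conditions met; inactive = mean below 8% and not both replicates reaching 8%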;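 note: cells transiently co-express mutant CFTR-F508del with the halide-sensitive YFP; corrector assay measuring rescue of mutant channel to the surface after 24 h compound exposure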
Cneo AK release – Cryptococcus neoformans lysis via adenylate kinase release. hit rate 0.2% among 360,000. C. neoformans lysis, adenylate kinase release luminescence, 4 h; normalised: neutral wells 0, clomiphene wells 100. lysis activity, % at 15 µM;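 active = mean lysis activity across replicates of at least 80%, whatever share of replicates individually reach that level; inactive = mean lysis activity below 80%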
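Assay system: Cryptococcus neoformans yeast cells / Dosing: single-point compound dose / Timing: 4 h at 37 °C static, read 1 h later / Measured by: luminescence of released adenylate kinase using an AK detection reagent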
PGC1a acetyl inh – PGC1a acetylation modulation, inhibitor mode | U2OS PGC1a acetylation, AlphaScreen anti-acetyl-lysine; with virally co-expressed GCN5 acetyltransferase | inhibition, % at 15.6 µM | hit rate 0.17% among 350,000 | AID 651687;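 active = every replicate shows inhibition of at least 40%; inconclusive = mean inhibition at least 40% but some replicate below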;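 note: 0% = neutral control wells and 100% = positive control wells; some results beyond the cut were filed as inactive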
miR122 inh – inhibitors of miR-122 in Huh7 cells. Huh7 miR-122 Renilla luciferase sensor, 48 h; neutral wells = 0, positive control = 100. activation (reporter increase), % at 12.5 µM. hit rate 0.3% among 340,000;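 active = mean replicate activation score at least 90 and every replicate individually at or above 90; inconclusive = only one of the two criteria met; inactive = neither criterion met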;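 note: higher luciferase means less miR-122 activity so hits act as miR-122 inhibitors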
PglD inh – blocks C. jejuni PglD acetyltransferase activity; AID 602405; inhibition, % at 12.5 µM; purified PglD enzyme, DTNB colorimetric CoA detection; hit rate 0.098% among 360,000; in the data active = inhibition above about 16%, passing the limit was not always enough; inconclusive = no clear call, values can overlap the other calls; note: strong numbers were not always called active
C2C12 statin – suppression of simvastatin myotoxicity; hit rate 0.78% among 330,000; C2C12 myotubes + simvastatin, ATP luminescence, 48 h; scaled: DMSO 0, geranylgeraniol control 100; AID 602340; rescue of ATP level, % at 7.49 µM;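 active = mean ATP rescue above about 67%, or every replicate alone reaching that limit, limit read from the data, passing the limit was not always enough; inconclusive = no clear call, values can overlap the other calls; inactive = mean under the limit and some replicate under it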;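 note: myotubes were challenged with 10 µM simvastatin during compound exposure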
INS-1E GSIS act – primary screen for activators of insulin secretion dependent on glucose, INS-1E cells, GLuc reporter luminescence. hit rate 0.61% among 370,000. activation, % at 16.6 µM. INS-1E GLuc reporter insulin secretion, 2-3 h;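 active = lowest replicate activation of at least 40%, so every replicate reaches that level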;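 note: 0% = median of neutral control wells and 100% = median of IBMX positive control wells; some compounds called inactive have numbers as strong as hits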
An asterisk follows results filed as active; ? = inconclusive; / = no result given; [ ] = remark or other dose.

SMILES	FN deposit inh	F508del corr	Cneo AK release	PGC1a acetyl inh	miR122 inh	PglD inh	C2C12 statin	INS-1E GSIS act
CN1C(=O)c2cc(NC(=O)c3ccc(F)cc3)ccc2OC[C@@H]2O[C@H](CC(=O)N3CCOCC3)CC[C@H]21	3	-0.1	2	-1	6[16.7 µM]	-1	0	2
C/C(CC(=O)Nc1ccc([N+](=O)[O-])cc1)=N/NC(=O)C1C2CCCCC21 (stereo unspecified)	-2	-0.8	3	14	-6	-1	7	-6
c1cnn2c(-c3ccc4c(c3)CCO4)cnc2c1	17	-0.4	1	36	1	3	2	19
CN(Cc1ccc(Cl)c(Cl)c1)C(=O)c1[nH]c(C(F)(F)F)nc1-c1ccccc1	/	0.3	1	-6	7	4	5	-25
CCOC(=O)c1c(NCc2ccc3c(c2)OCO3)c2ccccc2[nH]c1=O	/	/	-3	0	8	3	7	/
CC(=O)OCCNc1cc(SCc2ccco2)c2nonc2c1[N+](=O)[O-]	/	/	3	11	11	-13	12	/
COc1cc(C)c(NC(=S)NCCCN2CCOCC2)cc1OC	-7	-5.2	0	-7	-1	-2	6	-1
COc1cc(OC)cc(-c2cc3nc(C)c(CCC(=O)O)c(=O)n3[nH]2)c1	-1	-0.1	0	-3	-7	-1	-17	21
CCNC(=S)NNc1nncc2ccccc12	-22	-0.2	/	8	/	/	/	3
CNC[C@H]1Oc2cc(-c3cccc(C(=O)N(C)C)c3)ccc2S(=O)(=O)N([C@@H](C)CO)C[C@H]1C	/	-0.3	1	-6	-5[16.7 µM]	-1	-1	-7
Cc1ccc(S(=O)(=O)N2C[C@H]3C(=O)C[C@@H]4C(=O)N(c5ccccc5)C(=O)[C@@H]4[C@@H]3C[C@H]2c2cccs2)cc1	/	0.5	1	-7	-1	1	-10	-22
C[C@@H]1CN([C@@H](C)CO)C(=O)c2cc(NC(=O)C3CC3)ccc2O[C@@H]1CN(C)Cc1ccc(C(=O)Nc2ccccc2N)cc1	/	0.1	-2	2	25[16.7 µM]	2	36	6
COC(=O)C(C)Oc1cc(OC(C)C(=O)OC)c2c(C)c(Cl)c(=O)oc2c1 (stereo unspecified)	-7	1.7	-1	5	-8	4	-3	/
COc1ccc(NS(=O)(=O)c2cc(NC(=O)COc3ccccc3F)ccc2OC)cc1	8	-0.4	-1	-11	59	0	-2	2
CN1CCCC1c1cccnc1 (stereo unspecified)	/	2.7	-1	-3	1	-4	8	0
Cc1ccc(-n2ncc3c(NNC(=O)c4ccco4)ncnc32)cc1Cl	1	2.5	-1	1	-1	0	4	3
CC1CN(C(=O)c2cccc(NS(=O)(=O)c3ccc(Br)cc3)c2)CC(C)O1 (stereo unspecified)	10	-3.2	-1	/	5	9	7	-17
CN(C)c1ccc(/C=N/NC(=O)c2ccco2)cc1	0	-0.9	-7	13	-1	-4	9	11
CCc1nnc(NC(=O)CSc2nnc(-c3ccoc3C)n2CC(C)C)s1	-23	/	0	-3	-2	-4	2	/
O=C(CSc1nc2ccccc2n1CC(=O)N1CCCC1)Nc1ccc2c(c1)OCO2	/	/	-3	-4	1	-4	8	/
O=C(C[C@H]1C[C@H]2c3cc(NS(=O)(=O)c4ccc(F)cc4)ccc3O[C@H]2[C@H](CO)O1)NCc1ccccc1F	-21	0.6	48	8	11[16.7 µM]	0	7	-13
CC(=O)N(C)C[C@H]1Oc2ncc(-c3ccc(C(=O)N(C)C)cc3)cc2C(=O)N([C@H](C)CO)C[C@@H]1C	/	-1.7	2	5	-2[16.7 µM]	-1	4	13
Cc1c(C)c2ccc(OCC(=O)c3ccccc3)cc2oc1=O	3	/	-1	10	-1	2	-11	-3
Cn1c(COc2ccccc2)nnc1SCC(=O)Nc1ccc2c(c1)OCO2	/	/	0	3	/	-8	7	23
COc1ccc(C(CNC(=O)c2cc(C)on2)N(C)C)cc1 (stereo unspecified)	-6	0.1	/	/	-9	/	0	4
COc1cccc(C2CC(c3ccccc3Cl)Nc3nc(N)nn32)c1 (stereo unspecified)	10	/	-3	-3	6	/	-8	/
CCn1c(=O)cc(OCC(=O)NC2CC2)c2ccccc21	10	-1.1	7	0	-6	0	4	-7
CC(C)[C@@H]1CN=C(N)N1C[C@@H]1CCCN1C[C@H](C)N1C[C@@H](Cc2ccccc2)N(CCc2ccc(Cl)c(Cl)c2)C1=N	/	/	3	10	-1	0	-6	/
CCCNC(=O)[C@H]1[C@H](CO)[C@H]2Cn3c(ccc(-c4ccccc4F)c3=O)[C@H]2N1CC1CC1	/	/	-2	/	/	-3	5	-1
CCOc1ccc(Cl)cc1-c1cc(C(=O)Nc2ccc(F)cc2)[nH]n1	4	-2.4	4	-21	4	0	-41	-7
CN(CC(=O)Nc1c(Cl)cccc1Cl)C(=O)c1cccn1C	-5	-3.6	0	/	-2	-1	/	22
Cc1noc(C)c1NC(=O)Nc1ccc2c(c1)C(=O)N([C@@H](C)CO)C[C@@H](C)[C@@H](CN(C)C(=O)C1CCCCC1)OCCCC[C@H](C)O2	/	1.3	-1	5	-3[16.7 µM]	-2	/	12
COc1ccc(S(=O)(=O)Nc2ccc3c(c2)C(=O)N([C@H](C)CO)C[C@@H](C)[C@H](CN(C)C(=O)Cc2ccccc2)OCCCC[C@H](C)O3)cc1	/	1.8	-1	-2	-6[16.7 µM]	5	/	-11
CCC(=O)Nc1ccc2c(c1)OC[C@H](C)N(Cc1nccs1)C[C@H](C)[C@H](OC)CN(C)C2=O	-13	1.4	/	-3	/	/	/	-1
O=C(NC1CCCCCC1)c1nnc(Cc2ccc(Cl)cc2)o1	-1	0.6	-2	-1	0	/	-23	-2
Cc1cccc(C)c1N1C(=O)CC(Sc2ccccc2N)C1=O (stereo unspecified)	-2	2.9	-1	/	/	14	/	/
O=C(OCC(=O)N1CCN(C(=O)COC(=O)c2ccncc2)CC1)c1ccncc1	-6	/	4	-15	-4	5	1	/
O=C(c1ccc(F)cc1)C1CCN(Cc2cn[nH]c2-c2ccc(F)cc2)CC1	-1	1.5	2	-14	-2	6	-21	/
CCCn1cc(CN2CCN(Cc3ccc(C)o3)C(CCO)C2)c(C)n1 (stereo unspecified)	-1	0.6	/	5	/	/	/	-2
CC1=C(C(=O)Nc2ccccc2)C(c2cccs2)NC(=O)N1 (stereo unspecified)	-10	0.8	1	6	4	1	9	2
CC(C)(C)OC(=O)N[C@H](C(=O)OC(C)(C)C)c1ccc2c(c1)OCO2	13	1.4	-3	-16	-9	-3	6	-46
CC(=O)c1ccc(S(=O)(=O)N2CCN(CCOc3ccccc3)CC2)cc1	-4	2.7	-1	-5	-9	1	0	7
COC(=O)c1sccc1NC(=S)N1CCCCC1	-8	/	-2	5	2	-6	0	/
Cc1ccc(NS(=O)(=O)c2cc(C(=O)NCc3ccncc3)ccc2C)cc1	/	2.1	-2	/	117*	4	8	0
OCC[C@@H]1C[C@H](O)[C@@H](O)[C@@]2(CCCO2)O1	2	-0.4	1	4	1	2	/	8
CCOCCCNC(=O)c1ccccc1SC	/	/	-6	?	-6	1	7	6
O=C(NCCCc1ccccc1)c1cccc(NC(=O)C2CCC2)c1	-5	-4.1	0	4	-2	-2	4	-1
CO[C@H]1CN(C)C(=O)c2ccc(NC(=O)c3ccccc3)cc2OC[C@H](C)N(C(C)=O)C[C@@H]1C	18	-1.9	4	8	-1[16.7 µM]	2	0	-1
Fc1cccc(CSc2ccc3nnc(-c4ccccn4)n3n2)c1	4	/	6	5	-2	-6	-8	-8
C[C@H](CO)N1C[C@H](C)[C@@H](CN(C)Cc2ccc(Oc3ccccc3)cc2)Oc2ccc(NS(=O)(=O)c3cccs3)cc2C1=O	/	-1.6	0	-3	-3[16.7 µM]	-7	-33	-32
Cc1ccc(CC(=O)N2CCN(C(=O)C3CCCO3)CC2)cc1 (stereo unspecified)	0	1.3	1	-5	-4	4	/	-8
CCN1C[C@@H]2[C@@H]3C(=O)N(C)C(=O)[C@@H]3[C@](C)(C1=O)N2C(=O)c1ccccc1	-6	-1.6	-4	9	-1	0	7	0
Nn1cnc2c(ncn2C2OC(CO)C(O)C2O)c1=O (stereo unspecified)	/	-0.5	0	6	2	-2	2	0
CCc1ccc(Nc2ccc(C(N)=O)cc2[N+](=O)[O-])cc1	-14	-3.4	/	19	0	/	11	4
COC(=O)c1ccccc1NC(=O)N1c2ccccc2CC1C (stereo unspecified)	0	/	-3	-6	-2	2	6	8
O=C(Nc1ccccc1C(=O)NCc1ccco1)c1ccco1	1	/	-2	-3	-7	-1	13	23
CCCCOc1ccc(C2OC34CCCCC3C(C#N)(C#N)C2(C#N)C(=N)O4)cc1 (stereo unspecified)	/	/	-5	30	-4	0	20	/
CCOc1ccc(C(CC(=O)O)NC(=O)CCCOc2ccc(Cl)cc2C)cc1 (stereo unspecified)	-13	3.5	0	2	-5	-4	6	-16
CCSCCOC(=O)C1=C(C)NC2=C(C(=O)CCC2)C1c1coc2ccccc2c1=O (stereo unspecified)	/	/	-3	5	11	-11	39	/
COc1ccc(-n2c(Cc3cccn3C)nnc2SCC(=O)Nc2cccc(NC(C)=O)c2)cc1	-2	/	0	-11	-6	4	10	9
Next structures:
SMILES	FN deposit inh	F508del corr	Cneo AK release	PGC1a acetyl inh	miR122 inh	PglD inh	C2C12 statin	INS-1E GSIS act
CCN(CC)CCNC(=O)c1cc2c(=O)n(C)c3ccccc3c2n1C	-3	1.2	-2	4	-4	2	-6	14
COc1ccc(C2=Cc3ccc(OC(C)=O)cc3OC2)cc1	3	-5.7	-3	3	/	-1	9	-6
Cc1cc(C(=O)Nc2cccc3c2O[C@@H](CN(C)C)[C@H](C)CN([C@H](C)CO)C3=O)n(C)n1	-1	4.1	2	-3	3[16.7 µM]	-2	11	13
O=C(COC(=O)c1cc(Cl)cc(Cl)c1)NCc1ccco1	3	0.5	1	/	/	-1	4	-9
Cn1c(SCC(=O)OCc2ccccc2)nnc1-c1ccco1	2	/	1	-4	-6	1	-9	/
COc1ccc(NC(=O)Nc2ccc3nc([C@@H]4O[C@H](CO)[C@@H](O)[C@H](O)[C@H]4O)[nH]c3c2)cc1OC1CCCC1	-8	1.6	-1	/	/	-3	4	4
Cc1ccc(NC(=O)c2cccnc2)cc1C	-2	-0.1	0	0	8	0	-8	5
COc1ccc(S(=O)(=O)Nc2ccc3c(c2)C(=O)N([C@H](C)CO)C[C@@H](C)[C@@H](CN(C)C(=O)Nc2cccc4ccccc24)O3)cc1	/	0.1	-2	2	5[16.7 µM]	-8	23	-5
Cc1sc2c(c1C)c(=O)n(-c1ccc(Cl)cc1)c(=O)n2Cc1cc(=O)n2ccccc2n1	-1	/	2	/	-11	5	/	-8

Four of the compounds above, with bars between the fields:
smiles | FN deposit inh | F508del corr | Cneo AK release | PGC1a acetyl inh | miR122 inh | PglD inh | C2C12 statin | INS-1E GSIS act
CCN(CC)CCNC(=O)c1cc2c(=O)n(C)c3ccccc3c2n1C | -3 | 1.2 | -2 | 4 | -4 | 2 | -6 | 14
COc1ccc(C2=Cc3ccc(OC(C)=O)cc3OC2)cc1 | 3 | -5.7 | -3 | 3 | / | -1 | 9 | -6
Cc1cc(C(=O)Nc2cccc3c2O[C@@H](CN(C)C)[C@H](C)CN([C@H](C)CO)C3=O)n(C)n1 | -1 | 4.1 | 2 | -3 | 3[16.7 µM] | -2 | 11 | 13
O=C(COC(=O)c1cc(Cl)cc(Cl)c1)NCc1ccco1 | 3 | 0.5 | 1 | / | / | -1 | 4 | -9
